Screens as filed in PubChem.
SKKanGAS inh: S. pyogenes SKKanGAS growth inhibitors in kanamycin, primary screen, streptokinase expression inhibitor project, SKKanGAS strain, BacTiter-Glo luminescence; inhibition, % at 7.5 µM; 6 h; 300,000 compounds, 1.3% hits;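 active means mean replicate score, as percent of positive control median, at least 50; inconclusive means mean below 50 but one replicate at or above 50; inactive means mean and every replicate below 50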;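 further: strain carries kanamycin resistance gene driven by streptokinase promoter and grows in 40 µg/ml kanamycin; loss of luminescence reflects streptokinase promoter inhibition or plain growth inhibition; 0% = median of DMSO wells and 100% = positive control at its reference dose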
Platelet DG rel: inhibitors of platelet dense granule secretion, primary screen, cell-based, MLPCN, human platelets; human platelet-rich plasma, SFLLRN dense granule ATP release, luminescence; inhibition, %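 (compounds screened at 7.5 µM in platelet-rich plasma)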; 300,000 compounds, 0.22% hits;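 active means mean replicate score, as percent of positive control, at or above 50; inconclusive means mean below 50 but at least one replicate at or above 50; inactive means mean and every replicate below 50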
KLF5 inh: KLF5 expression inhibitors, primary screen, DLD-1 cells, luminescence; DLD-1 KLF5 promoter-luciferase reporter; inhibition, % at 5 µM; 290,000 compounds, 0.23% hits; AID 1700, 2009;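 active means inhibition above a per-plate limit of that plate's mean compound inhibition plus 3 SD, cut at about 60% in these data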;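 further: 0% = DMSO wells and 100% = LY294002 at 200 µM; higher means less KLF5 promoter-driven luciferase light; inactives centre near -14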
HIF act: HIF pathway transcriptional activators, primary screen, cell-based, U2OS HRE-luciferase, luminescence | U2OS HRE-luciferase reporter; normalized: DMSO 0%, desferrioxamine 100% | activation, % at 7.5 µM (by protocol) | 300,000 compounds, 0.32% hits | AID 1910, 2009;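 active means mean activation of at least 10% of the iron chelator positive control signal, with at least half of replicates also reaching 10%; inconclusive means mean and replicate majority disagree about reaching 10%; inactive means mean and most replicates under 10%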
HSP90 refold inh: HSP90 inhibitors, primary screen, cell lysate, luminescence | Rabbit reticulocyte lysate, luciferase refolding luminescence, 3 h | inhibition, % at 5.6 µM | 290,000 compounds, 0.91% hits | Heat shock protein HSP 90 (rabbit reticulocyte lysate; luciferase refolding);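 active means inhibition above the screen-wide mean plus 3 SD, computed separately per campaign, cut at about 16% in these data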;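 further: 0% = DMSO wells and 100% = 60 µM geldanamycin wells; inhibitors lower the luminescence because luciferase stays unfolded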
AI-2 QS modul: Vibrio harveyi AI-2 quorum sensing modulators, primary screen, JMH597 strain, luminescence/OD600 ratio; AID 2094, 2009; activity change, % at 7.5 µM; Vibrio harveyi JMH597 AI-2 luminescence/OD600 ratio, 9 h; stronger effect = lower value; strain lacks LuxN and CqsS sensors; 0 = neutral-control median; 300,000 compounds, 0.4% hits; in the data active means activity change below about -75%, passing the limit was not always enough; inconclusive means no clear call, values can overlap the other calls;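 further: luminescence divided by OD600 gain over 9 h not by final OD600 alone; inactives centre near 13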
IEC-6 tox: cytotoxicity in IEC-6 intestinal epithelial cells, primary screen, cytotoxicity control for KLF5 inhibitor project, cell-based, luminescence. IEC-6 cytotoxicity, luminescence viability. inhibition, % at 5 µM. 290,000 compounds, 0.78% hits; in the data active means inhibition above about 22%;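 further: 0% = plate median of test compound wells and 100% = cytotoxic reference compound wells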
HSF1 inh: HSF1 inhibitors in luciferase reporter cells, primary screen, cell-based, NIH3T3, luminescence. 300,000 compounds, 0.77% hits. NIH3T3-HGL HSE-luciferase, MG132-induced, luminescence 8 h; stronger effect = lower value. activity change, negative = inhibition, % at 7.5 µM (by protocol). AID 2098, 2009;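 active means more than half of replicate wells show activity change below -50%, luminescence cut by over half; inconclusive means some wells, but at most half, below -50%; inactive means no replicate well below -50%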;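 further: luciferase reports HSF-1 transcriptional activity via heat shock element; 0% = median of DMSO wells and -100% = zero luminescence signal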
aSyn 5UTR inh: MLPCN primary screen, SNCA 5' untranslated region. 300,000 compounds, 0.82% hits. inhibition, % (tested at 7.5 µM). alpha-synuclein 5'UTR reporter, inhibitor activity. AID 1813, 2009; in the data active means inhibition above about 60%; inconclusive means no clear call, values can overlap the other calls;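 further: H4 neuroglioblastoma cells stably carrying SNCA 5'UTR luciferase fusion; 0% = DMSO wells and 100% = positive control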
HSF1 activator: HSF-1 activators, primary screen, NIH3T3-HGL cells, MG132 stress, luminescence, single point; NIH3T3-HGL HSF-1 luciferase reporter, 8 h; 100% = twice DMSO control signal; activation, % at 9 µM; 300,000 compounds, 1.7% hits; AID 504408, 2011;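 active means mean replicate activation of at least 50% with a set share of replicates each reaching 50%; inconclusive means only one of those two conditions met; inactive means mean below 50% and too few replicates reaching it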;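 further: 0% = median of the neutral control wells and 100% = twice that signal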
An asterisk follows results filed as active; ? = inconclusive; / = not tested or not shown.

SMILES	SKKanGAS inh	Platelet DG rel	KLF5 inh	HIF act	HSP90 refold inh	AI-2 QS modul	IEC-6 tox	HSF1 inh	aSyn 5UTR inh	HSF1 activator
COc1ccccc1CNC(=O)C1CCN(S(=O)(=O)c2ccc3c(c2)C(C)(C)C(=O)N3C)CC1	4	2	-16	-0.3	-3	12	-3	-8	25	0
Cc1csc(CN(C)C(=O)CC2C(=O)NCCN2Cc2ccc(F)c(F)c2)n1 (stereo unspecified)	1	-4	-35	-0.2	4	25	2	1	2	7
O=C(Nc1ccc2c(c1)OCCO2)c1cc2sccc2n1Cc1ccccc1	28	4	-22	-9.1	-1	35	1	-11	-102	-16
O=C(NCCN1CCN(c2ccccc2)CC1)C1CCN(S(=O)(=O)c2cccc3nsnc23)CC1	5	0	4	-0.6	0	28	4	0	-5	12
CN(C)CCN(C(=O)/C=C/c1cccs1)c1nc2ccc(F)cc2s1	4	-11	-36	1.0	4	16	5	22	-42	49
COc1cccc(-c2ccnc3[nH]n(-c4ccccc4)c(=O)c23)c1	24	-11	-48	0.0	0	19	2	10	-76	14
O=C(Nc1cccc([N+](=O)[O-])c1)C1C2CC/C=C\CCC21 (stereo unspecified)	16	0	-10	-0.2	0	20	-4	2	-27	/
COc1ccc(C2C(C(C)=O)=C(O)C(=O)N2Cc2cccnc2)cc1 (stereo unspecified)	-4	-5	-48	-0.6	2	23	-2	6	7	40
COc1ccc(-c2nnc3sc(CN4C(=O)c5ccccc5C4=O)nn23)cc1	5	1	/	1.6	/	6	/	-3	-4	-16
Cc1ccc(NC(=O)Cn2c(=O)c3cccn3c3ccccc32)cc1	-4	-5	1	/	2	44	-2	-2	-1	12
CCCS(=O)(=O)N1CCCC(C(=O)Oc2ccccc2Cl)C1 (stereo unspecified)	-6	-7	0	0.5	-7	12	-6	0	7	-3
O=C(CSc1nc(-c2ccncc2)nn1CC(=O)N1CCCCC1)NC1CCCC1	-4	-3	-22	-0.5	-3	12	-1	2	6	4
CCS(=O)(=O)C1=NSC2=NC(=O)/C(=C\c3ccc(OS(=O)(=O)c4ccccc4)c(OC)c3)C(=N)N21	11	-8	-16	0.2	-3	14	-4	-4	-21	12
CC(C)(C)c1ccc(NC(=O)COC(=O)C2(C)CC2(Cl)Cl)cc1 (stereo unspecified)	8	-8	-46	2.1	-3	-38	-2	24	-138	40
Cn1cnc([N+](=O)[O-])c1C(=O)Nc1cccc([N+](=O)[O-])c1	-6	-1	-9	-1.1	-4	26	-5	-3	18	1
COC(=O)c1ccccc1NC(=O)C1CCCCC1C(=O)O (stereo unspecified)	3	10	0	-0.2	-1	-4	6	6	13	38
CC(=O)c1cc2c(cc1NC(=O)CCCC(=O)O)OCO2	-1	-1	19	0.1	3	23	7	-4	0	-3
COc1cc2c(=O)n(CCC(=O)NCC3CCCO3)c(=O)n(CC(=O)Nc3ccc(C)cc3)c2cc1OC (stereo unspecified)	1	15	-11	0.5	-3	51	2	-4	14	13
O=S1(=O)CCN2C=Nc3sc4c(c3C2=N1)CCCC4	-2	5	-21	2.4	0	10	-2	4	-2	11
Cc1csc(SCC(=O)NCc2ccc3c(c2)OCO3)n1	-4	13	-18	0.2	-2	4	0	-3	2	-1
Clc1ccc(Sc2ccc(/C=N/n3cnnc3)o2)cc1	-1	1	-7	0.4	-3	-42	4	8	-14	-5
CC(=O)c1c(N)c(C#N)c(C)n1-c1ccc(Br)cc1	-7	-18	8	0.1	2	0	7	-10	5	-2
CNc1nc(N)nc(-c2cc(Cl)ccc2OC)n1	-24	0	10	-0.1	-3	20	-2	-5	25	-18
COc1ccc(NC(=O)CSc2nc3[nH]ncc3c(=O)n2-c2ccccc2C)cc1OC	-1	-18	-17	-0.2	5	15	-2	7	-1	-5
COC(=O)c1cc(Cl)cc(Cl)c1OS(=O)(=O)N(C)C	-2	3	1	-0.2	2	11	1	-2	3	1
Following part
SMILES	SKKanGAS inh	Platelet DG rel	KLF5 inh	HIF act	HSP90 refold inh	AI-2 QS modul	IEC-6 tox	HSF1 inh	aSyn 5UTR inh	HSF1 activator
CNC[C@H](O)c1ccc(O)c(O)c1	-5	-5	2	-0.4	9	18	-2	-1	6	-7
Cc1cc(C)c(S(=O)(=O)N(CC(=O)N2CCCC2)C2CCCCC2)c(C)c1	16	-2	4	-0.4	3	11	-1	0	24	14
Nn1c(C2CCC2)nc2cc(Cl)ccc2c1=O	1	3	-7	-0.2	-5	14	-3	-5	16	1
Cc1cc(C(=O)C(=O)N(C)C)c(C)n1-c1ccc(Cl)cc1	2	-4	-13	-0.4	0	15	-6	-14	6	4
Fc1ccc(C2N(c3ccccc3)C(=S)N3CCCN23)cc1 (stereo unspecified)	0	11	2	0.7	1	17	5	-8	10	-7
COC(=O)[C@@]12CCCCN1[C@H](c1ccc(-c3ccc(OC)cc3)cc1)[C@H]1C(=O)N(C)C(=O)[C@H]12	10	-2	/	-0.1	/	-2	/	-2	35	-15
CCOC(=O)c1cc(-c2ccc(N3CCOCC3)cc2)nn1-c1ccccc1C(=O)O	-4	4	-6	-0.1	0	32	0	2	-10	15
O=C(CN1CCCCCC1)Nc1ccccc1	1	5	-4	-0.1	5	12	0	8	-1	3
CCC1CN(C(=O)NCc2ccc(F)cc2)c2cc(Cl)ccc2O1 (stereo unspecified)	5	-3	-14	-1.0	1	-9	1	9	-1	32
Cc1ccc(SCC(=O)O/N=C(\N)c2cccnc2)cc1	3	-4	-28	0.3	-4	-63	-7	26	-39	14
Cc1nc2cc(NC(=O)C3COc4ccccc4O3)ccc2s1 (stereo unspecified)	-3	3	-32	3.1	10	19	6	-7	-141	0
COc1ccc2c(C)cc(=S)[nH]c2c1	2	11	-28	0.0	-1	15	-2	3	8	11
O=C(CCc1n[nH]c(=O)[nH]c1=O)N/N=C/c1ccco1	-6	2	-14	-0.1	-1	25	3	-7	1	5
Cc1ccc(C)c2[nH]c(=O)c(CCNC(=O)c3ccc4c(c3)OCO4)cc12	-4	5	-41	-0.5	2	17	7	7	29	-16
Cc1ccc(C(=O)NS(=O)(=O)c2ccc(N=NN(C)C)cc2)cc1	9	9	1	-0.4	4	-37	3	-3	6	18
C=CCn1c(CNc2ccc(C)cc2)nnc1SCC(=O)N/N=C/c1ccc(O)cc1O	8	-1	-7	-0.2	0	20	2	2	19	16
Cc1ccc[n+](CC(=O)Nc2nc3ccccc3s2)c1	0	3	-16	-0.2	0	10	-7	-33	-56	-48
O=C(O)CCn1c(-c2ccccc2)cc2ccccc21	-4	-4	-13	-0.5	0	18	-4	-4	-14	-3
c1ccc(C[n+]2cccc(-c3ccccc3)c2)cc1	-2	2	-6	-0.5	3	23	-5	-15	-28	3
Cc1[nH]oc(=O)c1N=Nc1ccccc1	0	10	-21	0.3	-3	24	-5	-15	-33	-8
COc1ccc(COC(=O)CCN=C2NS(=O)(=O)c3ccccc32)cc1F	-7	-9	/	-0.6	/	16	/	0	10	1
O=C(O)CCC(=O)Nc1ccc(C(=O)OCC(=O)c2ccc(Cl)cc2)cc1	0	4	-33	0.1	1	19	0	6	3	5
O=C(/C=C/c1ccccc1)Nc1ccc(CN2CCOCC2)cc1	-7	14	-43	1.6	-1	5	8	15	-88	25
COc1cccc(C(=O)N2c3ccccc3Sc3ccccc32)c1	-1	-7	-6	-0.8	-3	5	4	-1	13	7
CC(C)C(NC(=O)OCc1ccccc1)C(=O)O (stereo unspecified)	-1	-2	1	-0.1	-2	-3	3	-6	12	-9
The results go on.
SMILES	SKKanGAS inh	Platelet DG rel	KLF5 inh	HIF act	HSP90 refold inh	AI-2 QS modul	IEC-6 tox	HSF1 inh	aSyn 5UTR inh	HSF1 activator
C/C(=N/NC(=O)CCC(=O)Nc1cccc(Cl)c1)c1ccc(C)cc1	0	15	8	0.0	6	6	7	-7	-10	7
CC1(C)Oc2ccc3ccc(=O)oc3c2/C(=C/Nc2ccccc2)C1=O	43	0	-5	-45	2	0	3	15	-1	47
O=C(CN1CCN(C(=O)C2CCCO2)CC1)Nc1ccc(Br)cc1 (stereo unspecified)	-14	10	-24	-0.2	16	8	1	1	1	-1
O=C(Nc1ccccc1C(F)(F)F)N1CCCCCC1	-2	-3	-2	0.6	2	12	-1	2	-8	3
Cc1ccc(S(=O)(=O)N(CC(=O)N2CCC(C(N)=O)CC2)Cc2ccc(F)cc2)cc1	7	-3	-3	0.1	1	24	6	1	-4	9
COCC(=O)Nc1nc(-c2ccccc2)c(C)s1	-8	-5	13	0.1	1	14	9	11	5	14
COC(=O)c1c(NC(C)=O)sc(C(=O)Nc2ccccc2F)c1C	/	/	-34	/	2	14	-2	/	/	/
O=c1nccc(N/N=C/c2ccccc2)[nH]1	7	37	-6	1.9	5	33	-5	0	-49	-4
COc1cccc(NC(=O)CSc2nnc(CNC(=O)c3ccccc3F)o2)c1	-2	6	-17	-1.3	-1	25	1	0	34	-1
COc1cccc(C2=CC(=O)CC(C)(C)C2)n1	0	-1	/	2.7	/	60	/	-6	11	-14
Cc1cc(C(=O)NCCc2ccccc2)ccc1[N+](=O)[O-]	2	3	-98	2.3	1	5	-1	11	-116	22
CCN(CC)C(=O)C1CCCN(Cc2ccccc2C(F)(F)F)C1 (stereo unspecified)	-4	4	-42	-0.2	-2	35	4	-4	20	3
Cc1cc(=O)cc(C)n1-c1ccc(F)cc1F	-14	-12	-1	-1.2	-1	6	3	-6	0	-13
CCC(Oc1cc(Cl)ccc1Cl)C(=O)NNC(=O)CCC(=O)O (stereo unspecified)	-5	?	-59	-0.4	-1	37	2	-12	9	-9
Cc1ccc(Cc2c(C)c(C#N)c3[nH]c4ccccc4n3c2=O)cc1	1	-7	-7	-0.2	-2	-2	8	-5	23	0
c1ccc(-c2noc(-c3cccnc3)n2)nc1	3	26	-112	0.0	2	21	7	5	-48	3
CCCn1c(=O)[nH]c(=O)c2c1nc(-c1ccc(C(F)(F)F)cc1)n2CCOC	0	-15	2	-0.8	-2	16	0	11	10	38
O=C(Nc1nccs1)c1cc2c(s1)CCCCC2	77*	31	75*	-0.7	59*	-6	9	-42	72*	-46
Cc1nnc2sc(-c3ccc(N(C)C)cc3)nn2c1=O	11	-3	-86	0.9	20*	7	0	16	-76	20
CC(C)(C)c1ccc(S(=O)(=O)Nc2cccc(C3OCCCO3)c2)cc1	-19	3	4	-0.1	-3	-1	-2	-4	0	10
COc1ccc(N(CC(=O)NC2CCCC2)C(=O)c2ccc(C)s2)c(OC)c1	-1	/	-9	-0.4	2	32	6	1	5	-16
Cc1sc(-c2ccncc2)nc1OC(=O)c1ccc(Cl)cc1	3	-14	-28	0.2	4	15	7	2	31	2
